RSV antiviral HEp-2 = RSV antiviral activity via CPE protection, HEp-2 cells, primary 10 µM value included (AID 2391) | CPE inhibition, % at 10 µM, or IC50 in µM where a hit was titrated | HEp-2 cells, RSV-induced CPE inhibition; higher % means a stronger effect | 310,000 tested, 0.13% active; in the data active = a potency from the dose series; inconclusive = CPE inhibition mostly from about 23% at the one dose, without a potency; inactive = the rest, 99 in 100 with CPE inhibition below about 21%; also: strong numbers were not always called active
Large T inhibition = TAg ATPase/helicase activity blockers – biochemical (AID 1903); 310,000 tested, 0.39% active; SV40 large T antigen ATPase/helicase inhibition assay; higher % means a stronger effect; inhibition, % at 20 µM; hits with a dose series show IC50 in µM; in the data active = a potency from the dose series; inconclusive = inhibition mostly from about 32% at the one dose, without a potency; inactive = the rest, 99 in 100 with inhibition below about 32%; also: strong numbers were not always called active
Myeloid diff MLP = myeloid differentiation induction. ER-HoxA9 myeloid progenitors, lysozyme-GFP differentiation, flow cytometry. calls only at 10 µM. 360,000 tested, 1% active. AID 624256;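 active = normalized GFP-positive differentiation at or above the plate's own cutoff, the solvent-only control mean plus 3 SD; inconclusive = no clear call, values can overlap the other calls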;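 also: cells exposed to compound for four days before flow analysis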
Rac1 GTP hydrolysis = MgcRacGAP GTPase-activating activity inhibitors, confirmation, biochemical, ADP Hunter fluorescence; MgcRacGAP-stimulated Rac1 GTP hydrolysis, ADP Hunter fluorescence; higher % means a stronger effect; GST-tagged Rac1 F28L mutant substrate; one-dose inhibition, % at 30 µM; IC50 in µM for titrated hits; AID 624330; 340,000 tested, 0.6% active;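 active = first-screen hits whose inhibition reached a set limit at any dose in the follow-up dose series; inconclusive = inhibition above the set first-screen limit but never retested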;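 also: fluorescence reports GDP produced by GAP-driven GTP hydrolysis; strong numbers were not always called active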
UTI89 phage lysis = protection from phage-mediated lysis, alamar blue read-out – E. coli UTI89, K1F phage, bacterial capsule biogenesis inhibitors (AID 488966); inhibition, % at 100 µM, or IC50 in µM where a hit was titrated; 340,000 tested, 0.02% active; E. coli UTI89 K1F phage lysis, alamar blue, 2 h; higher % means a stronger effect;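 active = phage lysis inhibition, versus mean bacterial control, above a set limit; inconclusive = no clear call, values can overlap the other calls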;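 also: capsule biogenesis inhibitors block K1F phage lysis so surviving cells raise fluorescence; higher fluorescence means more inhibition of phage lysis; actives were called in the ten point dose series up to 300 µM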
Salmonella PhoP GFP = PhoP-dependent GFP reporter repression – Salmonella Typhimurium, primary screen (AID 1863) | inhibition, % at 50 µM, or IC50 in µM where a hit was titrated | 300,000 tested, 0.16% active | S. Typhimurium PhoP-regulated promoter GFP reporter, 4 h; higher % means a stronger effect;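 active = inhibition over 29.93%, a cutoff 3 SD above the screen mean, later confirmed by dose response; inconclusive = inhibition over 29.93% but no dose response follow-up; inactive = inhibition at most 29.93% or unconfirmed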;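 also: 0% = low Mg2+ inducing control and 100% = high Mg2+ repressing control; strong numbers were not always called active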
TNAP activation fold = stimulation of alkaline phosphatase TNAP activity – biochemical, luminescent, no phosphate acceptor, uHTS, primary screen (AID 1001). purified TNAP, luminescent activation assay, no phosphate acceptor; higher activation fold means a stronger effect. one-dose activation fold at 20 µM; EC50 in µM for titrated hits. 200,000 tested, 0.03% active; in the data active = activation fold from about 3, or a potency from the dose series; inactive = the rest, 99 in 100 with activation fold below about 1.6; also: many of its hits are not listed in these tables
T cell HTS = modulates CD8 T cell binding to vesicles. AID 2052. 330,000 tested, 0.068% active. 2C CD8+ T cell-vesicle binding, flow cytometry; hits give low values. calls only at 7 µM;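 active = response, share of CD8 T cells binding vesicles, and their 90th percentile fluorescence all below set limits, cut at about 80% in these data, passing the limit was not always enough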
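Assay system – 2C mouse CD8+ T cells · Also added – QL9-loaded Drosophila micro-vesicles · Timing – Cell–vesicle co-incubation 1.5 h at 37 °C, staining 20 min on ice · Signal – flow cytometry of vesicle-bound cells · Measure – percent CD8+ FL2 mean versus row control · Controls – Peptide-free naked vesicles (low) and QL9 vesicles with 0.7% DMSO vehicle (high)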
NTR1 ag = NTR1-driven beta-arrestin-GFP spot formation – imaging, U2OS cells, high content, primary screen (AID 493036) | agonist mode | P30989 | activation, % at 20 µM | 330,000 tested, 0.17% active;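 active = activation at or above 40% of the spot to cytoplasm intensity ratio, with at least 20 cells analyzed; inconclusive = wells under 20 cells, flagged as cytotoxic or low count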;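 also: 0% = DMSO without peptide and 100% = 100 nM NTR1 peptide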
Target sequence (P30989 whole entry, looked up): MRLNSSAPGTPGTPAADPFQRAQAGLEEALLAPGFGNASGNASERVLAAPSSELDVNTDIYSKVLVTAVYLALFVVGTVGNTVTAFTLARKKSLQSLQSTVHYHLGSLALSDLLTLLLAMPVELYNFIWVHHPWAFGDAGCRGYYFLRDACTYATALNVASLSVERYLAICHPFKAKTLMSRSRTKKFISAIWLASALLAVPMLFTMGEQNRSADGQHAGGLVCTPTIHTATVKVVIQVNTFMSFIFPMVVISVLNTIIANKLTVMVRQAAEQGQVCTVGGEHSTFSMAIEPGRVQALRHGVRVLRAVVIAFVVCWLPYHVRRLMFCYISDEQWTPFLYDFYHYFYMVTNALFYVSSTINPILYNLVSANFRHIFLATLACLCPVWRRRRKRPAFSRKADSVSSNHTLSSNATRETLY
T cell HTS vesicle-bound % = recorded beside T cell HTS, whose call it bears; double positive events, %; measured here: CD8+ vesicle-bound cell fraction;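 binding gate set so that unloaded-vesicle control wells show 10% double positive cells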
NTR1 ag cell count 20 µM = recorded beside NTR1 ag, whose call it bears; cell count; measured here: cell count, cytotoxicity flag
Myeloid diff MLP GFP+ MAC1+ % = recorded beside Myeloid diff MLP, whose call it bears; GFP+ MAC1+ double positive, %; measured here: differentiation confirmed by MAC1 staining
The depositor's hits bear a star; i = inactive; ? = inconclusive; . = not tested or not shown; + = active, no number; [ ] = another dose, or the depositor's remark.

A first look (4 entries):
SMILES	RSV antiviral HEp-2	Large T inhibition	Myeloid diff MLP	Myeloid diff MLP GFP+ MAC1+ %	Rac1 GTP hydrolysis	UTI89 phage lysis	Salmonella PhoP GFP	TNAP activation fold	T cell HTS	T cell HTS vesicle-bound %	NTR1 ag	NTR1 ag cell count 20 µM
N#Cc1ccc(S(=O)(=O)N2CCC(C(=O)Nc3cccc(C(=O)NC4CC4)c3)CC2)cc1	1.1%	.	i	0.9	7%	2.7%	.	.	i	12	-2.5	63
Cc1cc(N=Nc2ccccc2)c(NCC(O)C(O)C(O)CO)cc1C (centres undefined)	9.1%	8%	i	0.3	14%	0.1%	-7%	0.7	i	27	2.7	39
CN(C(=O)c1ccc(NC(=O)Cc2ccc(NC(=O)C3CCN(C(=O)CCc4ccccc4)CC3)cc2)cc1)C1CC1	1.3%	.	i	0.3	5%	1.7%	.	.	i	26	1.8	64
Cn1c(NC(=O)C2c3ccccc3Oc3ccccc32)cc(=O)n(C)c1=O	-1.0%	9%	i	1.0	6%	0.9%	4%	1	i	42	2.5	56

Results, from the first entry:
SMILES	RSV antiviral HEp-2	Large T inhibition	Myeloid diff MLP	Myeloid diff MLP GFP+ MAC1+ %	Rac1 GTP hydrolysis	UTI89 phage lysis	Salmonella PhoP GFP	TNAP activation fold	T cell HTS	T cell HTS vesicle-bound %	NTR1 ag	NTR1 ag cell count 20 µM
N#Cc1ccc(S(=O)(=O)N2CCC(C(=O)Nc3cccc(C(=O)NC4CC4)c3)CC2)cc1	1.1%	.	i	0.9	7%	2.7%	.	.	i	12	-2.5	63
Cc1cc(N=Nc2ccccc2)c(NCC(O)C(O)C(O)CO)cc1C (centres undefined)	9.1%	8%	i	0.3	14%	0.1%	-7%	0.7	i	27	2.7	39
CN(C(=O)c1ccc(NC(=O)Cc2ccc(NC(=O)C3CCN(C(=O)CCc4ccccc4)CC3)cc2)cc1)C1CC1	1.3%	.	i	0.3	5%	1.7%	.	.	i	26	1.8	64
Cn1c(NC(=O)C2c3ccccc3Oc3ccccc32)cc(=O)n(C)c1=O	-1.0%	9%	i	1.0	6%	0.9%	4%	1	i	42	2.5	56
COc1cccc(NC(=O)CSc2nc3c(c(-c4ccco4)c2C#N)CCCC3)c1	1.1%	8%	i	7.5	5%	0.0%	-8%	1	i	58	1.6	84
CC(=O)C(Sc1nc(N2CCOCC2)nc(N2CCOCC2)n1)C(=O)Nc1ccccc1 (centres undefined)	1.0%	7%	i	0.0	-1%	-3.3%	6%	1.1	i	48	-1.0	56
CCOC(=O)c1sc(NNC(=O)c2ccc(C)cc2)nc1C	.	9%	i	1.0	8%	0.0%	-10%	.	i	38	0.6	55
Cc1nc(N)sc1-c1csc(Nc2ccccc2)n1	?	10%	i	1.6	11%	1.8%	8%	1.4	i	44	1.2	61
O=C(Nc1cccc(/C=C/c2nc3ccccc3c(=O)[nH]2)c1)c1ccccc1Cl	5.1%	9%	i	1.0	-10%	0.1%[50 µM]	-13%	.	i	12	13	42
CCOc1ccc(S(=O)(=O)N(CC)CC)cc1NC(=O)CSCc1c(C)noc1C	-0.4%	0%	i	1.0	7%	-1.2%	9%	.	i	11	-0.5	43
COc1ccc(-c2nc3nc(SC)nn3cc2C)cc1F	1.3%	10%	i	0.6	3%	-0.1%	-10%	1.1	i	21	0.8	62
CN1/C(=C\C(=S)NC(=O)c2cccc(Br)c2)C(C)(C)c2ccccc21	2.2%	8%	+	7.0*	11%	9.8%	16%	0.6	i	37	-0.6	46
O=C(Nc1ccc(C(=O)N2CCOCC2)cc1)c1cccc(Br)c1	6.5%	12%	i	1.1	0%	-0.3%	-6%	.	i	37	0.8	49
O=C(Nc1ccc(Cl)cc1[N+](=O)[O-])c1ccc2c(c1)OCCO2	2.2%	8%	i	1.0	2%	0.1%[50 µM]	-4%	.	i	16	1.2	61
N#Cc1ccc(OCC(=O)NCC(c2cccs2)N2CCOCC2)cc1 (centres undefined)	2.3%	24%	i	3.7	10%	0.1%	8%	.	i	7	0.4	66
CCOC(=O)COc1ccc(S(=O)(=O)N2CCN(c3ccccc3F)CC2)cc1	2.7%	4%	i	5.6	7%	0.2%	2%	1.1	i	16	4.7	57
COc1ccccc1OCC(=O)Nc1ccccc1C(=O)N1CCCCC1	2.0%	20%	?	.	4%	-0.1%	0%	.	i	43	1.0	61
CC(=O)NC1C(=O)Nc2c(C)cc(C)cc21 (centres undefined)	1.1%	7%	i	1.2	11%	5.8%	4%	1	i	25	0.6	43
CCOC(=O)N1CCN(C(=O)COC(=O)c2cc(C)ccc2C)CC1	.	.	i	0.6	-3%	-1.2%	.	.	i	46	-0.8	65
CCOC(=O)CSc1nnc(NC(=O)c2ccc3c(c2)OCO3)s1	1.2%	28%	i	0.5	6%	1.2%[50 µM]	-3%	.	i	20	1.2	55
O=c1[nH]n2cc(-n3cc([N+](=O)[O-])cn3)cnc2c1Br	2.0%	-8%	i	0.1	4%	1.2%	-2%	1.1	i	37	0.8	40
CCCCc1nc2cc(C(=O)N3CCC(OCCOC)CC3)ccc2o1	.	3%	i	0.5	4%	0.4%	-6%	.	i	21	1.0	60
CC(C(=O)N1CCCC1)N(c1ccccc1)S(C)(=O)=O (centres undefined)	1.8%	4%	i	0.9	3%	0.7%	5%	.	i	64	0.1	61
COc1cccc2cc(C(=O)CS(=O)(=O)c3ccc(C(C)(C)C)cc3)c(=O)oc12	.	12%	i	4.5	8%	2.7%	0%	.	i	35	3.7	60
COc1ccc(C(=O)c2c3ccc(C(F)(F)F)cc3[n+]([O-])n2CCCC(N)=O)cc1	1.7%	8%	i	1.1	-19%	-2.9%	.	.	i	25	-0.1	45
CCOc1ccc2[nH]c(=O)c(C(c3nnnn3CC3CCCO3)N3CCc4ccccc4C3)cc2c1 (centres undefined)	2.7%	11%	i	0.8	3%	-0.1%	-5%	1	i	33	0.1	73
CCCCCN(C(=O)CCC(=O)OCCOc1ccc(OC)cc1)c1c(N)n(CCCC)c(=O)[nH]c1=O	-2.9%	12%	i	0.5	12%	0.5%[50 µM]	-9%	.	i	20	0.4	51
Cc1cc(N=Nc2ccc(Cl)cc2)cc(CN2CCCC2)c1O	11%	14%	i	0.4	23%	-0.5%	3%	.	i	56	0.3	54
CCN(CC(=O)Nc1cc(Cl)ccc1C)C(=O)C1CC(=O)N(Cc2ccccc2)C1 (centres undefined)	-2.0%	12%	i	0.2	5%	0.9%[50 µM]	-5%	.	i	14	0.3	64
O=C(NCC1COc2ccccc2O1)c1ccc(F)c(S(=O)(=O)N2CCOCC2)c1 (centres undefined)	.	.	i	0.6	0%	0.8%[50 µM]	.	.	.	.	-0.6	65
Cc1cc(Br)cc(C)c1OCC(=O)NNC(=O)c1cccs1	0.8%	31%	i	1.0	3%	2.0%[50 µM]	-3%	.	i	15	0.5	38
CCCCn1c(/N=C/c2ccc3c(c2)OCO3)nc2ccccc21	4.0%	6%	i	5.2	6%	2.4%	?	1	i	50	-0.3	46
C=CCSc1nc2c(c(C3CC=CCC3)c1C#N)CCC2 (centres undefined)	-0.5%	-4%	i	0.6	4%	0.0%	-3%	1.1	i	45	1.9	63
c1ccc(-c2nnc3sc(CN4CCc5ccccc54)cn23)cc1	2.8%	19%	i	6.2	-3%	4.9%	-11%	1.1	i	24	1.1	49
Cc1cc(NC(=O)c2ccccc2)ncc1NC(=O)c1ccco1	-0.4%	10%	i	1.3	11%	2.5%	2%	1.2	i	55	-0.1	74
CCc1ccc2oc(-c3ccc(OC)cc3)cc(=Nc3c(C)n(C)n(-c4ccccc4)c3=O)c2c1	16%	12%	i	0.6	-6%	0.1%	-6%	0.9	i	42	31	30
Cc1nc2cc(Nc3nnc(-c4ccccc4)c4ccccc34)ccc2n1C	11%	18%	i	2.3	9%	0.4%	-3%	1.1	i	8	3.6	49
NC(=O)c1ccc(NC(=O)CN2CCN(S(=O)(=O)c3ccc4c(c3)OCCO4)CC2)cc1	0.1%	.	i	0.3	7%	0.9%[50 µM]	.	.	i	33	1.2	68
CSc1nnc(-c2sc3cc(C(F)(F)F)cnc3c2-c2cccnc2)n1C	6.0%	5%	i	0.4	3%	0.2%	-11%	1	i	11	0.0	56
CN(c1ccccc1)S(=O)(=O)c1ccc(Cl)c(C(=O)NCCc2c[nH]c3ccccc23)c1	?	4%	i	0.5	5%	2.7%	21%	1.1	i	46	2.4	41
CCCC(C(=O)NCC1CCCO1)N(Cc1ccccc1)C(=O)CNS(=O)(=O)c1ccccc1 (centres undefined)	0.6%	23%	i	0.0	-3%	-0.1%	1%	.	i	43	-0.7	55
CCOC(=O)CN1C(=O)N[C@@H](CCc2ccccc2)[C@H](C(C)=O)[C@H]1C	0.7%	2%	i	1.1	6%	0.1%	4%	.	i	18	-4.5	110
O=C(CSc1nnnn1C1CC1)N1CCN(c2ccccc2F)CC1	0.3%	.	i	0.6	9%	1.6%[50 µM]	.	.	i	33	-2.3	49
COCCn1c(=S)[nH]c2cc(C(=O)NC(C)C)ccc2c1=O	0.3%	4%	i	0.3	16%	0.0%	-3%	1.1	i	34	-0.7	66
CC(=O)Nc1nc(=O)c2ccccc2s1	-0.1%	8%	i	3.8	?	0.4%	-6%	1.1	i	11	-0.2	49
CCC(=O)Nc1c(S(=O)(=O)c2ccccc2)c2nc3ccccc3nc2n1C(C)c1ccccc1 (centres undefined)	8.0%	2%	i	0.6	7%	0.9%[50 µM]	-2%	1	i	61	3.9	54
O=C(O)[C@H](Cc1ccccc1)NC(=O)N1CCCCCC1	1.4%	0%	i	0.4	4%	0.1%	0%	.	i	16	0.1	85
CCOc1ccc(CC(=O)Nc2c3c(nn2C(C)(C)C)CS(=O)(=O)C3)cc1	0.0%	20%	i	1.6	6%	1.2%[50 µM]	4%	.	i	32	0.8	63
CC(Sc1nc2c(c(=O)[nH]1)CCCC2)C(=O)Nc1ccc(S(N)(=O)=O)cc1 (centres undefined)	1.1%	4%	.	.	5%	0.3%	-4%	.	i	11	-1.1	55
Cc1cc(C)cc(NC(=O)Nn2cnnc2)c1	3.4%	14%	i	0.7	8%	0.3%	-2%	.	i	57	0.1	80
